Assay outcomes deposited in PubChem by National Center for Advancing Translational Sciences (NCATS).
BLM inh: Bloom syndrome helicase (human) inhibition; P54132; actives 0.2% (n = 350,000); recombinant BLM DNA unwinding, fluorescence dequenching; Potency, µM (highest dose often 56.1 µM), for inactives: at the top dose activity change, negative = inhibition, most hits filed as inhibitors;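 further: potency means the concentration at half of the fitted maximal effect; plate controls were vehicle for no effect and no enzyme for full effect; nearly all actives have a fitted effect of over 35% in size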
POLI inh: blocks human DNA polymerase iota activity. Q9UNA4. Pol iota fluorescent replication assay, 10 min. Potency, µM (top dose mostly 115 µM), for inactives: at the top dose activity, negative = inhibition, most hits filed as inhibitors. actives 1% (n = 390,000); further: potency means the concentration at half of the fitted maximal effect
Target sequence (Q9UNA4 whole entry, looked up): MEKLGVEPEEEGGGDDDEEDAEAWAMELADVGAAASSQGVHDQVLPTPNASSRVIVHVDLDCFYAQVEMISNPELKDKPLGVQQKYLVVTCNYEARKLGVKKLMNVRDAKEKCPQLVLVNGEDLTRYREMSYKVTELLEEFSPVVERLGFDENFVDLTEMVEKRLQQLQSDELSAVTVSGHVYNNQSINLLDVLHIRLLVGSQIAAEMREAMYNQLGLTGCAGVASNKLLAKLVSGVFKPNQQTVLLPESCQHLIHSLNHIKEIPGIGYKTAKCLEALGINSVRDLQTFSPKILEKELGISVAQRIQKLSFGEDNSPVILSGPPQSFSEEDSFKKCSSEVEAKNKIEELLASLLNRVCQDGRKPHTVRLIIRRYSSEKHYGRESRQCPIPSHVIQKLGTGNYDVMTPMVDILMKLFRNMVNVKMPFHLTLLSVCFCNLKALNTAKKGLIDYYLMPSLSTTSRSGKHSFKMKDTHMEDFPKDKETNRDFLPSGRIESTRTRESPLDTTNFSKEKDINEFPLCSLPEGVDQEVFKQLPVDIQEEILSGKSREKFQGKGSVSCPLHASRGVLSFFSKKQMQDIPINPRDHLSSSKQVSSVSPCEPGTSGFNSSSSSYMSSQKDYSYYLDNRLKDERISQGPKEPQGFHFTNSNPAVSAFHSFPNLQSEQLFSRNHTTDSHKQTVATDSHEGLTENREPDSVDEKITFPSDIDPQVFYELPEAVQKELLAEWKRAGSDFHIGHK
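Fluorescent replication assay read twice, at 0 min and 10 min after adding 50 nM (final) substrate. Enzyme (10 nM) and compounds were first incubated 15 min at room temperature; enzyme-free buffer wells were negative controls.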
APE1 inh: APE1 (human) endonuclease inhibition; P27695; recombinant APE1, TAMRA/BHQ-2 abasic DNA cleavage fluorescence; Potency, µM (series often up to 65.8 µM), inactives show top-dose activity change, negative = inhibition, hits mostly inhibitors; actives 0.35% (n = 350,000); AID 2517;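 further: potency means the concentration at half of the fitted maximal effect; plate controls were vehicle for no effect and reference inhibitor for full effect; nearly all actives have a fitted effect of over 55% in size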
Target sequence (P27695 whole entry, looked up): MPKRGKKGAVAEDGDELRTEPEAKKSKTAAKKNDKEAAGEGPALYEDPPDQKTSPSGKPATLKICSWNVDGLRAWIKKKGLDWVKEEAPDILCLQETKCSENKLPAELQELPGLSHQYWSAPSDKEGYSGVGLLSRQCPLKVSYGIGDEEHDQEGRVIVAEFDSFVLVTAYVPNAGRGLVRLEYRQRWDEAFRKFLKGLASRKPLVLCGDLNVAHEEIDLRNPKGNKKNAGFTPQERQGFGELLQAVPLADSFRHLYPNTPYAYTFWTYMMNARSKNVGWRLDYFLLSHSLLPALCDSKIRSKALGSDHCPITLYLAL
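0.75 nM APE1 + cpd, 15 min RT; start w/ 50 nM TAMRA/BHQ-2 THF-abasic dsDNA; kinetic fluor 525/598 nm ×3 reads @60 s; Δ(read3−read1); normalized to DMSO and NSC13755 control wells.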
POLK inh: inhibitors of human DNA polymerase kappa. Potency, µM (highest dose often 107 µM), for inactives: at the highest dose activity, negative = inhibition, most hits filed as inhibitors. purified Pol kappa, fluorescent DNA synthesis assay, 10 min. Q9UBT6. actives 0.53% (n = 400,000). AID 588579; further: potency means the concentration at half of the fitted maximal effect; on the % scale 0 is the no-effect control and ±100 the full control effect
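Kinetic fluorescence readout at 0 and 10 min followed reaction start with substrate at 50 nM final. Beforehand, enzyme (10 nM Pol kappa) stood 15 min with compound at room temperature; buffer-only wells were negative controls.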
ALOX12 inh: ALOX12 (human) lipoxygenase inhibition; purified 12hLO, xylenol orange hydroperoxide absorbance; Potency, µM (top dose mostly 108 µM), inactives show at the highest dose activity change, negative = inhibition, hits mostly inhibitors; actives 1.1% (n = 580,000); further: potency means the concentration at half of the fitted maximal effect; on the % scale 0 is the no-effect control and ±100 the full control effect
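Hydroperoxide product was detected by ferrous iron/xylenol orange as the 573 to 405 nm absorbance ratio. Arachidonic acid at 40 uM (final) was turned over for 30 min at room temperature by 150 nM human 12hLO, pH 7.0 Hepes buffer, after 15 min compound preincubation.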
ERG-DNA inh: blocks human ERG Ets domain binding to DNA. fluorescence polarization, His-ERG Ets domain / labelled DNA. actives 0.028% (n = 370,000). AID 624246. Potency, µM (top dose mostly 76.9 µM), for the others: at the top dose FP activity, negative = inhibition, actives largely listed as inhibitors. P11308; active means well fitted inhibition curve with a large enough effect in the polarisation, with a control signal flat; inconclusive means small, poorly fitted or top-dose-only effect, or effect the other way, or a change in a side signal; inactive means no such curve, though single readings can be large or run the other way; the % refers to the polarisation;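 further: polarization taken with two DNA probes labelled with fluorescein and Texas red; potency means the concentration at half of the fitted maximal effect; % of control where 0% means no effect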
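His-tagged ERG Ets domain (1 uM in the protein solution; 300mM KCl, 50mM Tris-HCl, 1mM EDTA, 1mM DTT, pH 7.5) received compound, then a probe mix of 5 nM fluorescein-DNA and 100nM Texas-615-DNA. Fluorescence polarization was read for both dyes.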
TRHR agonist: TRH receptor (human) agonism | AID 493084 | P34981 | TRHR cells, calcium flux fluo-8, FDSS agonist mode | activation, % at 2 µM | actives 0.18% (n = 360,000); in the data active means activation above about 30%; further: 0% is about no effect
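Fluo-8-loaded TRHR cells; 10 s baseline, compound added, kinetic Ca2+ fluorescence read 1/s, agonist mode.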
Apoferritin bind: binds horse apoferritin like a general anesthetic; P02791; apoferritin/1-aminoanthracene competitive binding, fluorescence; Potency, µM (doses to about 77.5 µM), inactives show top-dose activity change, negative = displacement, most hits filed as inhibitors; actives 0.074% (n = 350,000); AID 485281; further: potency means the concentration at half of the fitted maximal effect; on the % scale 0 is the no-effect control and ±100 the full control effect; nearly all actives have a fitted effect of over 20% in size
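Horse-spleen apoferritin (10 uM) in 50% saturated 1-aminoanthracene in PBS was incubated 10 min at room temperature with compound. Fluorescence (ex 380, em 535 nm) was normalized to free and bound 1-AMA, with concentration-response fitted by a four-parameter Hill equation.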
Pol beta inh: blocks human DNA polymerase beta activity; P06746; Pol beta primer extension/strand displacement, fluorescence kinetic; Potency, µM (series often up to 114 µM), for inactives: at the top dose activity change, negative = inhibition, usual class: inhibitors; actives 1.3% (n = 340,000); further: potency means the concentration at half of the fitted maximal effect; on the % scale 0 is the no-effect control and ±100 the full control effect
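Values derive from four-parameter Hill fits of normalized kinetic data: reads at 0 and 10 min following addition of 50 nM substrate to 10 nM Pol beta preincubated 15 min with compound.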
The depositor's hits bear a star; i = inactive; ? = inconclusive; . = no result given; [ ] = another dose, or the depositor's remark. Unless noted, the call rests on the fitted dose curve; in most records, active means well fitted curve in the direction sought with a large enough effect; inconclusive means small, poorly fitted or top-dose-only effect, or another doubt; inactive means no such curve, though single readings can be large; an effect the other way counts as inactive or inconclusive.

Order of values – ALOX12 inh	TRHR agonist	ERG-DNA inh	APE1 inh	BLM inh	Apoferritin bind	POLI inh	POLK inh	Pol beta inh
- CCOC(=O)c1c(-c2ccccc2)csc1NC(=O)c1ccc(N2C(=O)CCC2=O)cc1
→ 0.0%	0.1	-4.9%	-0.4%	-2.5%	-8.9%	28.9%	2.9%	1.5%
- O=C(CNC(=O)c1ccco1)OCC(=O)c1ccc([N+](=O)[O-])cc1
→ -25.7%	-1.0	-8.2%	-9.8%	-10.3%	24.7%	163.8%[activator]	-0.5%	0.1%
- Nc1ccccc1C(=O)NCc1ccccc1
→ -32.0%	-0.1	-5.6%	-3.1%	0.5%	?	9.5%	-2.8%	2.1%
- CCOC(CNC(=O)c1cccc([N+](=O)[O-])c1)OCC
→ -3.3%	0.3	3.1%	-0.3%	-1.9%	-9.8%	23.2%	-3.6%	-10.9%
- COc1ccccc1NS(=O)(=O)c1ccc(C(=O)NCc2ccc(S(N)(=O)=O)cc2)cc1
→ -14.0%	.	-1.0%	-6.5%	.	.	19.5%	4.6%	.
- Cc1oc2c(c1C(=O)NCc1cccc(Br)c1)C1=NCCN1C=N2
→ -0.2%	-0.9	2.8%	.	-9.2%	-4.7%	-17.7%	-32.1%	5.4%
- Cc1ccc(-n2c(O)c(C=Nc3ccc4c(c3)OCO4)c3ccccc3c2=O)cc1C
→ 13.2%	2.2	0.3%	17.2%	-7.1%	59.4%[activator]	25.1%	-5.3%	24.6%
- O=c1c2ccccc2c(-c2ccc(Cl)cc2)nn1-c1ccccc1
→ ?	0.4	4.8%	-0.7%	-11.7%	-3.3%	-0.4%	-24.1%	0.5%
- Cc1ccc(C)n1-c1ccc(C(=O)NN)s1
→ -19.3%	-0.2	6.8%	10.8%	-3.3%	-12.3%	94.8%[activator]	14.1%	48.5%[activator]
- COc1ccc(NC(=O)c2cccnc2C(=O)O)c(OC)c1
→ 0.0%	-0.4	3.3%	15.1%	0.0%	-9.4%	-15.5%	-2.8%	4.3%
- O=[N+]([O-])c1ccccc1/C=N/OCc1ccccc1
→ -20.5%	-1.0	-19.4%	0.4%	-1.1%	?	8.2%	2.7%	36.5%
- COCCN1CCN(C(=O)c2ccc3c(c2)S(=O)(=O)c2ccccc2C3=O)CC1
→ ?	.	-3.6%	.	.	.	19.5%	-1.7%	.
- CC(=O)Nc1ccc(S(=O)(=O)NNC(=O)COc2ccc(Cl)cc2Cl)cc1
→ -23.4%	0.1	4.2%	-2.5%	1.8%	-5.8%	22.1%	-3.6%	-1.7%
- CN1CCN(C(=O)C2=C[C@H](C3CCCCC3)C[C@H](OCc3ccc(CO)cc3)O2)CC1
→ -12.8%	0.2	-5.6%	1.4%	1.1%	-9.5%	10.4%	0.0%	-27.6%
- CNc1nnc(SCC(=O)c2c(N)n(C3CC3)c(=O)[nH]c2=O)s1
→ -9.3%	0.1	-1.5%	19.4%	.	.	15.0%	-3.3%	.
- COCCN(CCOC)C(=S)Nc1ccccc1Cl
→ 0.4%	-0.8	13.0%	6.9%	5.2%	-2.2%	8.9%	-10.1%	20.3%
- CCCCN1C(=O)C(=O)N(CC(=O)Nc2cc(OCC)c(N3CCOCC3)cc2OCC)C1=O
→ -5.7%	-0.1	8.6%	22.7%	5.3%	-0.8%	66.1%[activator]	-8.3%	7.9%
- O=C(NCCn1cccn1)c1ccc(OC2CCN(C(=O)C3CC3)CC2)cc1
→ -1.8%	0.6	-18.2%	0.2%	-2.5%	-3.1%	6.5%	6.3%[60.1 µM]	38.8%
- CC(CNC(=O)CCn1ccc2cc(S(=O)(=O)N3CCCC3)ccc21)c1ccccc1 (stereo not drawn)
→ 1.2%	-0.6	-13.1%	-2.8%	-2.1%	-7.8%	-13.1%	1.6%	-7.5%
- CCOC(=O)c1ccc(NC(=S)NCCc2ccccc2)cc1
→ ?	0.9	-7.6%	-4.5%	-9.4%	7.7%	?	-17.0%	4.0%

Remaining list, next part
Order of values – ALOX12 inh	TRHR agonist	ERG-DNA inh	APE1 inh	BLM inh	Apoferritin bind	POLI inh	POLK inh	Pol beta inh
- CCOC(=O)c1ccc(NS(=O)(=O)c2cc3c(cc2C)NC(=O)CO3)cc1
→ ?	0.1	11.5%	38.1%	-1.4%	-20.0%	-8.0%	-2.6%	-9.0%
- Cc1ccc(NS(=O)(=O)c2ccc(C(=O)N3CC(C)OC(C)C3)cc2)cc1 (stereo not drawn)
→ -2.7%	0.2	-6.7%	27.3%	-15.1%	-17.3%	32.8%	1.9%	-70.6%
- CCc1nnc(NC(=O)c2cc(-c3ccccc3)nn2-c2ccccc2)s1
→ 4.8%	-1.1	7.6%	-0.6%	-2.8%	?	-0.6%	-5.7%	24.8%
- CN(C(=O)COc1coc(CN2CCN(c3ccccc3)CC2)cc1=O)c1ccccc1
→ 13.9%	0.1	-3.7%	15.2%	.	.	26.3%	-5.9%	.
- CN(CC(=O)Nc1cccc(F)c1)C(=O)c1ccccc1CCc1ccccc1
→ 4.9%	1.0	8.2%	4.3%	.	.	-10.8%	-9.6%	.
- CNC(=S)NNC(=O)CNc1ccc(C)c(Cl)c1
→ -3.7%	0.4	-4.3%	-0.3%	-11.6%	-18.7%	7.1%	-4.5%	-9.5%
- O=[N+]([O-])c1ccc(C2=NN(CCO)C(=Nc3ccc(OC(F)(F)F)cc3)SC2)cc1
→ 0.0%	0.0	8.8%	-7.6%	-21.6%	?	?	-5.1%	-0.8%
- CCCN(C(=O)/C=C/c1ccco1)c1c(N)n(Cc2ccccc2)c(=O)[nH]c1=O
→ -1.3%	0.3	1.4%	?	0.8%	-2.6%	26.7%	-10.7%	1.3%
- COCCn1c(N)c(N(Cc2ccccc2)C(=O)COc2ccc(F)cc2Cl)c(=O)[nH]c1=O
→ -3.1%	0.1	-23.1%	3.2%	.	.	6.1%	-5.4%	.
- CCN(CC)S(=O)(=O)c1ccc(NC(=O)Cn2cnc3ccccc3c2=O)cc1
→ 0.5%	0.1	11.7%	10.4%	-6.2%	4.1%	-2.5%	3.9%	-1.1%
- COc1ccc(NC(=O)CCN2CCN(C/C=C/c3ccccc3)CC2)cc1
→ ?	-0.1	-6.3%	0.5%	-3.1%	-7.5%	2.4%	-1.7%	24.4%
- CCOC(=O)c1cnc2c(cnn2C)c1NCCC#N
→ 0.0%	-1.1	-1.9%	15.7%	4.1%	49.2%[activator]	18.3%	-4.7%	1.7%
- COCCn1c(C)cc(C(=O)CSc2nncn2-c2ccccc2)c1C
→ 0.0%	0.5	-2.2%	1.1%	2.2%	-17.0%	18.4%	3.2%	0.3%
- CN(c1ccc(C(=O)NCc2cccnc2)cc1)S(C)(=O)=O
→ 0.0%	2.1	1.9%	2.1%	2.9%	-6.1%	-10.9%	-8.9%	-13.5%
- Cc1cc(C(=O)Nc2c(C)n(C)n(-c3ccccc3)c2=O)c(C)o1
→ -11.8%	0.1	-0.8%	-0.6%	-1.3%	-10.5%	12.7%	-12.2%	-6.8%
- CCO[C@H]1OC(C(=O)N2CCN(Cc3ccc4c(c3)OCO4)CC2)=C[C@@H](C2CC2)[C@@H]1CCCO
→ 12.9%	-0.3	4.7%	13.5%	0.1%	-3.0%	5.5%	-12.9%	6.1%
- COc1cccc(C(C(=O)NC2CCCCC2)N(Cc2ccco2)C(=O)c2ccccn2)c1 (stereo not drawn)
→ -5.9%	-0.3	-5.0%	11.2%	-3.4%	-6.8%	72.5%[activator]	-4.8%	-2.2%
- Cc1cc2oc(=O)cc(CN3CCOCC3)c2cc1C(C)C
→ -19.0%	-0.5	-1.4%	10.2%	-1.8%	-9.6%	-26.8%	-7.1%	24.9%
- CSc1nnc(-c2ccc(Br)s2)n1C
→ 0.0%	-2.3	-6.7%	4.5%	1.3%	11.6%	60.7%[activator]	-0.2%	42.7%
- COc1ccc(/C=C(\C#N)C(=O)ONC2=NCCCCC2)cc1
→ 15.2%	0.2	2.9%	0.5%	-0.2%	2.5%	-3.2%	7.7%	0.0%
- O=C1c2ccccc2NC(c2cccc(O)c2)N1c1ccccc1 (stereo not drawn)
→ -48.2%	-1.7	5.9%	-15.4%	-7.7%	55.0%[activator]	38.4%[activator]	-8.5%	-0.8%
- CC(=O)Nc1cccc(NC(=O)CCNC(=O)c2ccc(Cl)cc2)c1
→ i	0.2	-14.2%	18.7%	-4.0%	-0.6%	?	-18.5%	?
- C(=NCCCN1CCOCC1)c1ccc2c(c1)OCO2
→ 2.1%	0.4	-2.3%	15.7%	-3.1%	-10.5%	10.9%[58.9 µM]	-9.1%	12.5%

Record cards, from the list above:
Shown for CCOC(=O)c1cnc2c(cnn2C)c1NCCC#N → ALOX12 inh = 0.0%; TRHR agonist = -1.1; ERG-DNA inh = -1.9%; APE1 inh = 15.7%; BLM inh = 4.1%; Apoferritin bind = 49.2%[activator]; POLI inh = 18.3%; POLK inh = -4.7%; Pol beta inh = 1.7%
Shown for Cc1cc(C(=O)Nc2c(C)n(C)n(-c3ccccc3)c2=O)c(C)o1 → ALOX12 inh = -11.8%; TRHR agonist = 0.1; ERG-DNA inh = -0.8%; APE1 inh = -0.6%; BLM inh = -1.3%; Apoferritin bind = -10.5%; POLI inh = 12.7%; POLK inh = -12.2%; Pol beta inh = -6.8%
Shown for CNC(=S)NNC(=O)CNc1ccc(C)c(Cl)c1 → ALOX12 inh = -3.7%; TRHR agonist = 0.4; ERG-DNA inh = -4.3%; APE1 inh = -0.3%; BLM inh = -11.6%; Apoferritin bind = -18.7%; POLI inh = 7.1%; POLK inh = -4.5%; Pol beta inh = -9.5%

Not all compounds are listed (hit frequency here may not be typical).
